D2 agonist: HTS Assay for Allosteric Agonists of the Human D2 Dopamine Receptor: Primary Screen for Agonists; D(2) dopamine receptor (Homo sapiens), P14416; activation, % at 2 µM; HEK293 T-REx D2 cells, calcium flux agonist mode; actives 0.53% (n = 340,000); AID 485358, 2010;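 active = activation over 3 SD above normal in the single-dose calcium agonist read, cut at about 30% in these data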; also: 0% is about no effect
Target sequence (P14416 whole entry, looked up): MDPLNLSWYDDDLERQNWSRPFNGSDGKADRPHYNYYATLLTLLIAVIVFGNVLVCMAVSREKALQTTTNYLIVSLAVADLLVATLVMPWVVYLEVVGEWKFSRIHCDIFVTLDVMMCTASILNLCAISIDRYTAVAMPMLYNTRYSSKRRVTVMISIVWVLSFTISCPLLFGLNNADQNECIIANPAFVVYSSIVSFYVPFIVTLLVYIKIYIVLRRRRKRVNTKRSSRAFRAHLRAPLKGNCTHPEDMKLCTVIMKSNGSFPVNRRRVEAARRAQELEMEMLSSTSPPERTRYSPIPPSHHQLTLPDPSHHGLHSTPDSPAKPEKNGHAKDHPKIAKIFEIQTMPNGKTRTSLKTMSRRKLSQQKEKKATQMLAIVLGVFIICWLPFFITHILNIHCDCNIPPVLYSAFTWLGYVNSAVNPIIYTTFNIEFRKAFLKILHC
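Tetracycline-induced HEK293 T-REx cells with force-coupled D2 receptor, plated overnight at 30 C, loaded with no-wash calcium dye. After a 10 s baseline, compound was pin-added and calcium flux read kinetically for 180 s; calcium rises flagged agonists.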
D2 antag: HTS Assay for Allosteric Antagonists of the Human D2 Dopamine Receptor: Primary Screen for Antagonists; D(2) dopamine receptor (Homo sapiens), P14416; HEK293 TREx D2 cells, calcium flux, dopamine EC80; inhibition, % at 10 µM; actives 2% (n = 340,000); AID 485344, 2010; in the data active = inhibition above about 30%; also: 0% is about no effect
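Cells plated overnight at 30 C with tetracycline; no-wash calcium dye, 30–90 min RT; 10 s baseline; compound pinned; 180 s read; EC80 dopamine added; another 180 s read.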
RXFP1 antagonist: qHTS Assay for Antagonists of the Relaxin Receptor RXFP1 | actives 0.59% (n = 350,000) | Relaxin receptor 1 (Homo sapiens), Q9HBX9 | HEK293-RXFP1, relaxin-stimulated cAMP HTRF, 30 min; stronger effect = lower value | activity change, negative = inhibition, % at 57.5 µM | AID 1259400, 2018;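 active = activity change of -60% or lower, but not beyond a set lower limit; inconclusive = change between -60% and -40%, or beyond the set limit; inactive = change above -40%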; also: % is scaled to controls: 0 for no effect and ±100 for the full control effect
D2 PAM: HTS Assay for Positive Allosteric Modulators of the Human D2 Dopamine Receptor: Primary Screen for Potentiators | D(2) dopamine receptor (Homo sapiens), P14416 | HEK293 T-REx D2, calcium flux, EC20 dopamine potentiation | potentiation, % at 10 µM | actives 0.34% (n = 340,000);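 active = potentiation over 3 SD above the plate norm, cut at about 30% in these data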; also: 0% is about no effect
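Calcium flux readout, no-wash dye, 1 read/s. Inducible HEK293 Trex D2 line, overnight 30 C. Compound alone 180 s (agonist flags), then EC20 dopamine, another 180 s to score potentiation.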
TRHR enhancer: qHTS for Small Molecule Agonists and Allosteric Enhancers of Human TRH Receptor: Primary Screen for Enhancers; Thyrotropin-releasing hormone receptor (Homo sapiens), P34981; TRHR cells, fluo-8 calcium fluorescence, EC20 TRH enhancement; enhancement, % at 2 µM; actives 0.66% (n = 360,000); AID 493056, 2011; in the data active = enhancement above about 30%; also: 0% is about no effect
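TRHR-expressing cells loaded with fluo-8 calcium dye were read kinetically (ex 480/em 530) during compound addition, then stimulated with an EC20 of TRH (10 nM final). Enhancement of the Gq-mediated intracellular calcium response was scored.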
D1 potentiator: Potentiators of Human D1 Dopamine Receptor: qHTS; D(1A) dopamine receptor (Homo sapiens), P21728; HEK293 TREx D1 cells, calcium flux, dopamine EC20 potentiation; potentiation, % at 10 µM; actives 0.036% (n = 360,000); AID 504651, 2011; in the data active = potentiation above about 30%; also: 0% is about no effect
Target sequence (P21728 whole entry, looked up): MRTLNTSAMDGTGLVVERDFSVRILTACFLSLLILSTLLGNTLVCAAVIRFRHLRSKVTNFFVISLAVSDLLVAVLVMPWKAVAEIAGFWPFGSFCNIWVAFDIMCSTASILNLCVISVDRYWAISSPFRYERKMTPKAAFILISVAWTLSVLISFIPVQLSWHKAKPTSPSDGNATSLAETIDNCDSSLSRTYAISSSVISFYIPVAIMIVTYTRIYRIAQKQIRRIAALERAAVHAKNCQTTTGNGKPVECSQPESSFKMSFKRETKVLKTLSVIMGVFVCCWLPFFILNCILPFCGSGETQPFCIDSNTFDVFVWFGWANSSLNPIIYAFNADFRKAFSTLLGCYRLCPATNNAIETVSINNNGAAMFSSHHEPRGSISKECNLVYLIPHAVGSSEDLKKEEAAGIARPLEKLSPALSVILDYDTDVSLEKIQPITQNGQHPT
RXFP1 ag: qHTS Assay for Agonists of the Relaxin Receptor RXFP1. Relaxin receptor 1 (Homo sapiens), Q9HBX9. HEK293T-RXFP1 cAMP TR-FRET, 30 min; response scale: percent of porcine relaxin response, buffer zero. Potency, µM (highest dose often 57.5 µM), for the others: top-dose activation, hits mostly activators. actives 0.3% (n = 370,000). AID 2676, 2010; active = well fitted activation curve with a large enough effect; inconclusive = small, poorly fitted or top-dose-only effect; also: potency is read from the fitted curve at half-maximal effect; % is scaled to controls: 0 for no effect and ±100 for the full control effect; nearly all actives have a fitted effect of over 60% in size; many of its hits are not listed in these tables
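HEK293 cells stably expressing RXFP1, treated 30 min at 37C with compounds plus PDE4 inhibitor Ro 20174; cAMP measured by HTRF TR-FRET. Normalized to buffer and 29 nM porcine relaxin; EC50 by Hill fit.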
D1 ag: Allosteric Agonists of the Human D1 Dopamine Receptor: qHTS; D(1A) dopamine receptor (Homo sapiens), P21728; HEK293 T-REx D1 cells, calcium flux, agonist mode; activation, % at 2 µM; actives 1% (n = 360,000); AID 504660, 2011; in the data active = activation above about 30%; also: 0% is about no effect
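Inducible HEK293 T-REx D1 cells, force-coupled to calcium signalling, were plated at 4000 cells/well with tetracycline and held overnight at 30 C. After no-wash calcium dye loading, compound-evoked calcium rise over 180 s flagged agonists.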
D1 antag: Antagonist of Human D 1 Dopamine Receptor: qHTS; actives 3.2% (n = 360,000); HEK293 TREx D1 cells, calcium flux, dopamine EC80; stronger effect = lower value; activity change, negative = inhibition, % at 10 µM; in the data active = activity change below about -30%; also: % is scaled to controls: 0 for no effect and ±100 for the full control effect
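Using tetracycline-induced force-coupled D1 Hek293 cells and a calcium dye, signals were followed for 180 s after compound, then for 180 s after EC80 dopamine, to detect inhibitors.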
* marks the source's active call; other numbers are inactive results; ? = inconclusive; · = no result given. This is a subset; rates above refer to the full screens.

SMILES | D2 agonist | D2 antag | RXFP1 antagonist | D2 PAM | TRHR enhancer | D1 potentiator | RXFP1 ag | D1 ag | D1 antag
O=C(NC1CC(=O)N(c2cccc(F)c2)C1)c1ccc(S(=O)(=O)N2CCOCC2)cc1 (stereo not given) | · | · | -13 | -4 | -4 | -1 | -0.4% | -3 | ·
CCOC(=O)c1c(NC(=O)COC(=O)Cc2ccccc2[N+](=O)[O-])sc(C(=O)N(C)C)c1C | -2.5 | -21 | 3 | 1 | -1 | -6 | 0.0% | 2 | -25
CC(C)CC1Nc2ncnc(N3CCCCC3)c2N(Cc2ccccc2)C1=O (stereo not given) | -0.2 | -13 | · | 12 | 2 | -7 | -0.5% | -1 | -10
O=C(Oc1ccccc1C(=S)N1CCCCC1)c1cc([N+](=O)[O-])cc([N+](=O)[O-])c1 | -3.1 | -22 | -4 | 21 | 1 | -3 | 1.1% | 1 | 8
COc1ccc(C(=O)NCc2nnc(SCC(=O)NC3CCCCC3)o2)cc1 | 0.5 | 18 | -16 | 6 | 1 | 1 | 1.2% | -1 | 0
C=CCN1N=C(/C=C/c2ccc(C)cc2)CCC1=O | 0.3 | 12 | 1 | 0 | 2 | 0 | 2.6% | -1 | 12
O=c1[nH]c(CN2CCOCC2)nc2ccccc12 | 2.5 | 5 | 4 | 5 | -4 | -7 | -0.2% | 2 | 4
CC(C)(C)NC(=O)NC(=O)COC(=O)c1ccc(OC(F)F)cc1 | -1.1 | 0 | · | 6 | 7 | -3 | 1.6% | 2 | 5
N#CC(c1ccccc1)N(CCCCl)C(=O)c1ccc(Br)cc1 (stereo not given) | -1.3 | 4 | -5 | -4 | 0 | 0 | -0.6% | 1 | -2
CNC(=O)CN(c1ccc(OC)cc1)S(=O)(=O)c1ccc(F)cc1 | 0.6 | 19 | -5 | -13 | -3 | -4 | 2.7% | 7 | -3
Cc1ccc(NC2CCCN(C(=O)c3snnc3C)C2)cc1C (stereo not given) | -0.4 | -10 | -9 | 5 | 6 | 2 | -2.6% | 2 | 4
CCCNS(=O)(=O)c1ccc(Oc2ncc(C(F)(F)F)cc2Cl)cc1 | 3.2 | 5 | -9 | 1 | -1 | -9 | -0.6% | 46* | -6
CCc1nnc(NC(=O)c2ccc(COc3ccc(C)cc3)o2)s1 | 0.6 | 30* | -5 | 0 | -4 | -3 | -0.2% | 1 | 23
CCc1noc(C)c1C(=O)N1CCC(CCC(=O)Nc2cccc(C)c2)CC1 | 0.4 | -14 | -3 | -4 | -3 | -2 | -3.1% | 6 | 16
COc1ccc(-c2csc(CCN3N=C(C)CC3=O)n2)cc1 | -0.3 | -6 | -15 | 14 | 9 | 1 | 4.0% | 0 | 13
O=C(Cn1nc(-c2ccc(Cl)cc2)ccc1=O)NCCCN1CCN(Cc2ccccc2)CC1 | 0.5 | 22 | -22 | -29 | 0 | -7 | 0.0% | -1 | -7
O=Cc1cnc2ccccc2c1-c1ccccc1 | 0.2 | -1 | -20 | 0 | -1 | -2 | 4.3% | -1 | 18
CCOC(=O)c1c(-c2ccccc2)csc1NC(=O)CSc1nc(N)cc(N)n1 | 0.0 | -2 | -20 | 7 | -3 | -11 | 1.4% | 3 | -17
Cc1nn(-c2ccccc2)c(Cl)c1C(=O)OCC(=O)N(C)c1c(N)n(Cc2ccccc2)c(=O)[nH]c1=O | 0.3 | -2 | -4 | 2 | -3 | 4 | 2.2% | 7 | -6
O=C(Nc1ccc(Cl)cc1)C(NS(=O)(=O)c1cccs1)c1ccccc1 (stereo not given) | -0.5 | · | · | 1 | 6 | 1 | 0.3% | 2 | -3
S=C(Nc1ccccc1)Nn1cnnc1 | 1.8 | 10 | 7 | 11 | -1 | -7 | 0.1% | 4 | -4
CCOc1cccc(/C(O)=C2/C(=O)C(=O)N(CCN3CCOCC3)C2c2ccncc2)c1 (stereo not given) | -0.1 | -9 | · | 8 | -14 | 2 | -1.6% | 3 | -8
CCOc1ccc(C(=O)C(C)OC(=O)c2cnc(C)cn2)cc1 (stereo not given) | -0.2 | -3 | -10 | 15 | -4 | -1 | 0.0% | 2 | 10
CC(=O)c1ccc2c3c(cccc13)C(=O)N(c1c(C)nn(C)c1C)C2=O | 0.2 | -3 | -3 | 7 | -4 | -2 | 0.5% | 5 | 2
CCc1nc2ccccc2n2c(-c3ccccc3)c3c(=O)n(C)c(=O)n(C)c3c12 | -0.7 | · | -7 | 8 | 6 | 0 | 0.3% | 1 | -6
Cc1ccc(C(=O)OCC(=O)N2C(C)CCCC2C)cc1S(=O)(=O)N1CCOCC1 (stereo not given) | 0.5 | -3 | 16 | 5 | 2 | 1 | 0.0% | 3 | 1
Cc1ccccc1C1NC(=O)Cc2ccccc21 (stereo not given) | 0.4 | 11 | -10 | -3 | -1 | 4 | 2.0% | 3 | 3
CC(C)C(=O)Nc1c2c(nn1-c1ccc([N+](=O)[O-])cc1)CS(=O)(=O)C2 | -0.6 | -13 | 15 | -10 | -5 | -1 | 0.0% | 1 | -18
O=C(Nc1ccc2c(c1)oc1ccccc12)c1ccncc1 | -1.1 | -8 | -3 | 5 | 19 | -3 | 0.8% | 5 | -24
Cc1ccc(C(=O)CN(CCC(=O)O)C(=O)c2ccncc2)cc1 | -0.3 | 1 | · | -9 | 5 | 7 | 0.1% | 6 | 4
Cc1ccc(C)c2[nH]c(=O)c(C(c3nnnn3C(C)(C)C)N3CC=C(c4ccc(F)cc4)CC3)cc12 (stereo not given) | 0.7 | -4 | 3 | 12 | 8 | -4 | 0.6% | 2 | -6
Cc1cc(NC(=O)CC#N)n(-c2ccccc2)n1 | -0.2 | -5 | -4 | 10 | -5 | -4 | -2.1% | -1 | ·
CCn1cc(Cl)c(C(=O)Nc2c(C)nn(Cc3c(F)c(F)c(F)c(F)c3F)c2C)n1 | -0.2 | -4 | -1 | 8 | -5 | -7 | 1.3% | 2 | -15
CNC(=O)c1c(O)c2cccc3c2n(c1=O)CCC3 | 0.4 | -9 | 4 | -7 | 7 | 12 | 6.8% | 1 | 13
Cc1ccc2nc(-c3ccc(NC(=O)COC(=O)c4cncc(Br)c4)cc3)sc2c1 | 1.3 | 17 | -24 | 12 | 44* | -6 | ? | 1 | -3
COc1ccc(NC(=O)Cn2c3ncccc3c(=O)n2-c2ccc(C)c(C)c2)c(OC)c1 | 0.0 | · | 9 | -2 | 1 | -2 | -1.6% | 2 | 24
CCOc1cc(S(=O)(=O)NC2CCCCCC2)ccc1F | -0.1 | -7 | -5 | -2 | 0 | -7 | 2.5% | 13 | 4
COc1ccc(CNC(=O)CS(=O)Cc2nc(-c3ccc(C)cc3)oc2C)cc1 (stereo not given) | 0.3 | 0 | -2 | -1 | -4 | 3 | 1.3% | 0 | -8
CCN(CCn1cccn1)Cc1cn[nH]c1-c1ccc(-c2ccccc2)cc1 | -0.4 | -26 | -9 | 2 | 17 | -5 | -3.9% | 12 | -6
O=C(Nc1cc(Cl)cc(Cl)c1)c1cc(S(=O)(=O)N2CCC3(CC2)OCCO3)ccc1F | 0.0 | · | -8 | 7 | 15 | 3 | 2.8% | 2 | -9
CCOC(=O)CNC(=O)CC(c1cc(OC)c(OC)c(OC)c1)N1Cc2ccccc2C1=O (stereo not given) | 0.7 | · | · | 8 | 0 | -2 | 3.3% | 2 | -4
Cc1ccccc1C(=O)N=c1sccn1C | -0.5 | 3 | 5 | -1 | 2 | -1 | -1.5% | 2 | -6
CN(C)/C(Cn1cncn1)=C1/N=C(c2ccccc2)OC1=O | -0.9 | -16 | 9 | 17 | 4 | -9 | -2.8% | 1 | -25
COc1ccc(N(Cc2cccs2)C(=O)c2ccc(Br)o2)cc1 | -1.7 | · | ? | -10 | 5 | 3 | 0.4% | 4 | -17
O=C(CSc1nc2ccc(Cl)cc2[nH]1)NCCc1ccccc1 | -0.4 | 39* | 7 | 7 | 2 | -8 | -0.8% | 1 | 16
O=C(CCc1nc2ccccc2[nH]1)NCc1ccc2c(c1)OCO2 | -1.0 | 15 | -7 | 8 | 10 | -1 | -2.3% | -2 | -10
CC(OC(=O)C1CCN(S(=O)(=O)c2ccccc2C(F)(F)F)CC1)C(=O)N(C)Cc1ccccc1 (stereo not given) | -0.5 | 2 | -12 | 2 | -5 | -2 | 0.3% | 16 | -10
CN1CCN(CCCCOc2ccccc2-c2ccccc2)CC1 | 2.4 | 70* | -7 | -32 | 3 | -6 | -2.4% | 15 | -11
COCCn1c(=O)[nH]c2cc(C(=O)NCCN3CCN(c4ccccc4)CC3)ccc2c1=O | 83* | 144* | 1 | -28 | -1 | -3 | -1.6% | 2 | -8
O=C(COc1ccc(Cl)cc1Cl)NC(=O)NC1CCCC1 | -0.9 | 5 | -15 | -4 | 2 | -4 | 0.3% | 8 | 2
CCN(C(=O)c1ccc2c(c1)N(Cc1cccc(Cl)c1)C(=O)c1ccccc1S2=O)c1ccccc1 (stereo not given) | 0.9 | · | -18 | -5 | -4 | -6 | 1.4% | 0 | -4
Cc1ccc(S(=O)(=O)NCCN2CCOCC2)cc1C | -0.5 | -3 | 6 | 5 | 3 | -2 | 1.2% | 2 | 2

By substructure, those above with a thiophene ring, fused or not
SMILES | D2 agonist | D2 antag | RXFP1 antagonist | D2 PAM | TRHR enhancer | D1 potentiator | RXFP1 ag | D1 ag | D1 antag
CCOC(=O)c1c(NC(=O)COC(=O)Cc2ccccc2[N+](=O)[O-])sc(C(=O)N(C)C)c1C | -2.5 | -21 | 3 | 1 | -1 | -6 | 0.0% | 2 | -25
CCOC(=O)c1c(-c2ccccc2)csc1NC(=O)CSc1nc(N)cc(N)n1 | 0.0 | -2 | -20 | 7 | -3 | -11 | 1.4% | 3 | -17
O=C(Nc1ccc(Cl)cc1)C(NS(=O)(=O)c1cccs1)c1ccccc1 (stereo not given) | -0.5 | · | · | 1 | 6 | 1 | 0.3% | 2 | -3
COc1ccc(N(Cc2cccs2)C(=O)c2ccc(Br)o2)cc1 | -1.7 | · | ? | -10 | 5 | 3 | 0.4% | 4 | -17
